KLK7 zymogen act: activators of human kallikrein-7 zymogen; P49862; purified proKLK7, EDANS-DABCYL substrate fluorescence; 100% is mature enzyme control, 0% vehicle; activation, % at 7 µM; 370,000 tested, 0.9% active; AID 652039;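 active = activation above the mean of all tested compounds plus 3 SD, computed per campaign excluding outliers beyond control limits, cut at about 13% in these data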
Target sequence (P49862 whole entry, looked up): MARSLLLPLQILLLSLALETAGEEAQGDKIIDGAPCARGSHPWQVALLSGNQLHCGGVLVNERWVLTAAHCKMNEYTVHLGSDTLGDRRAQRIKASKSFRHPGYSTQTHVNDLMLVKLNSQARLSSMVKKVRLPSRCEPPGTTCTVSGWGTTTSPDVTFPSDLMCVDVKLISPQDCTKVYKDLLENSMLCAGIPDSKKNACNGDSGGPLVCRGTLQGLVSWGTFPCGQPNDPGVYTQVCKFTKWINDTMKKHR
ASAP1 inh: blocks human ASAP1-stimulated Arf1 GTP hydrolysis | GDP FP detection | inhibition, % at 16.5 µM | 360,000 tested, 0.19% active; in the data active = inhibition above about 25%;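 note: 0% = vehicle with enzyme and substrate and 100% = no enzyme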
GAA850 FXN act: frataxin GAA850 promoter activation. 360,000 tested, 0.56% active. AID 540364. activation, % at 6 µM. HEK293 lucGAA850 FXN promoter luciferase reporter, 24 h; percent of 10 µM SAHA response;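 active = activation above the average of all compounds screened plus 3 SD, cutoff fixed separately per campaign, cut at about 7.5% in these data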;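 note: 0% = DMSO wells and 100% = 10 µM SAHA wells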
DDE Tn6 FP inh: DD(E)-Tn6 binding inhibition, primary FP screen; Fibrin DD(E) TRITC-Tn6 fluorescence polarization displacement; inhibition, % at 8.3 µM; 370,000 tested, 0.21% active; P02675;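 active = inhibition above a per-campaign cutoff: mean of compounds within control limits plus 3 SD, cut at about 15% in these data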;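 note: 0% = median of all compound wells on the plate and 100% = blocking peptide control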
Target sequence (P02675 whole entry, looked up): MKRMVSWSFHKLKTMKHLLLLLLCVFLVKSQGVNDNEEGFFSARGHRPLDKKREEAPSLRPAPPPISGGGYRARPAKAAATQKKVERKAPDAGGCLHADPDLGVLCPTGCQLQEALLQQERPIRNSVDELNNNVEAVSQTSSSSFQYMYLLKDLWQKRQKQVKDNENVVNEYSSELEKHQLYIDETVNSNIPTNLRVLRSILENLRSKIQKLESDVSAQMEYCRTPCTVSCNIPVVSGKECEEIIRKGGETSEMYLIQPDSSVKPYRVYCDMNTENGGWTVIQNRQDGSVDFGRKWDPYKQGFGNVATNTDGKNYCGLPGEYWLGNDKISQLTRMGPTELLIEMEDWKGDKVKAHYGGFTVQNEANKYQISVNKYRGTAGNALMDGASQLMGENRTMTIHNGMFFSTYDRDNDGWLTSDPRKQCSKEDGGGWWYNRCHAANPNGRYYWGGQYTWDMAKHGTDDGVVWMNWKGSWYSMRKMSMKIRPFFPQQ
rCAG RNA binder: binds r(CAG) RNA repeats. r(CAG) RNA repeat, TO-PRO-1 dye displacement fluorescence. inhibition, % at 3 µM. 370,000 tested, 1.3% active. AID 651821;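 active = inhibition above the plate cutoff, the mean of all test compounds on that plate plus 3 SD, cut at about 35% in these data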;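 note: 0% = DMSO alone and 100% = 100 µM mitoxantrone as full dye displacement; higher means more dye released from RNA so lower well fluorescence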
HGIII-sPLA2 inh: Blocks human group III sPLA2 activity; Q9NZ20; QFRET BODIPY PC-A2 liposome hydrolysis, fluorescence; inhibition, % at 12.2 µM; 370,000 tested, 0.56% active; AID 743126;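 active = inhibition above mean plus 3 SD of compounds lying within the high and low control bounds, cut at about 19% in these data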;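 note: 0% = median of test compound wells and 100% = no enzyme DMSO wells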
GC-B act: GC-B (human) receptor activation; P20594; HEK293-GC-B cells, CNP EC30, cGMP TR-FRET; 0% at EC30 CNP, 100% saturating CNP; activation, % at 10 µM; 370,000 tested, 0.11% active; AID 1920062;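 active = activation at 10 µM reaching about 35% in either raw or pattern-adjusted values, limit read from the data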
GC-A act: GC-A (human) enzyme activation; P16066; AID 1671463; activation, % at 10 µM; HEK293 GC-A cells, cGMP TR-FRET, EC30 ANP; 0% at EC30 ANP, 100% saturating ANP; 370,000 tested, 0.14% active; in the data active = activation above about 40%
ARFGAP1 inhibitor: rat ARFGAP1 inhibition; Q62848; Arfgap1-stimulated ARF1 GTP hydrolysis, GDP FP detection; inhibition, % at 16.5 µM; 360,000 tested, 0.26% active;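 active = inhibition above a per-plate limit, mean inhibition of low control wells plus 3 SD, cut at about 25% in these data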;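 note: 0% = DMSO wells with enzyme and 100% = wells lacking Arfgap1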
Target sequence (Q62848 1-136 limits assumed): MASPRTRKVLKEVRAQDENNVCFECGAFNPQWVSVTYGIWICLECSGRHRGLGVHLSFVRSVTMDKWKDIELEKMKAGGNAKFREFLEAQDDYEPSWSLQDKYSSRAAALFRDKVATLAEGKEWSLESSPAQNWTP
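Replicates: Single well per compound | Assay system: Truncated rat Arfgap1 GAP domain | Control set: No-Arfgap1 wells (100%) versus DMSO full-reaction wells (0%) | Times: Enzyme reaction 120 min at 25 °C after 20 min preincubation | Reagent: Human ARF1(Δ1-17)-GTP substrate | Measured by: Tracer-displacement fluorescence polarization with EDTA stop, 620/688 nm | Measure: Percent inhibition of Arfgap1-stimulated GTP hydrolysis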
ADAM10 inh: inhibitors of human ADAM10. O14672. recombinant ADAM10, EDANS/DABCYL FRET peptide cleavage, 3 h. inhibition, % at 7 µM. 370,000 tested, 0.62% active. AID 720582;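 active = inhibition above a per-campaign cutoff equal to the mean of compounds falling between control-based bounds plus 3 SD, cut at about 20% in these data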;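 note: 0% = DMSO wells while the 100% control is not disclosed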
Numbers without * were called inactive; / = no result given.

SMILES	KLK7 zymogen act	ASAP1 inh	GAA850 FXN act	DDE Tn6 FP inh	rCAG RNA binder	HGIII-sPLA2 inh	GC-B act	GC-A act	ARFGAP1 inhibitor	ADAM10 inh
O=C(c1cc(COc2ccccc2)on1)N1CCCC(CN2CCOCC2)C1 (configuration not stated)	0.6	2	2.0	8	-6	0	-2	0	1	-1
C=CCNC(=S)Nc1ccc2nc(C)c(C)nc2c1	1.6	5	4.2	0	4	9	3	7	-7	-33
CC1CCc2nc3ccc(S(=O)(=O)N4CCC(C(=O)N5CCCCC5)CC4)cc3c(C(=O)O)c2C1 (configuration not stated)	-0.4	-4	1.0	-1	23	1	-1	-3	-2	-16
CC(C)=CCN1CCN(Cc2cccn2-c2nccs2)CC1CCO (configuration not stated)	-0.4	1	0.2	4	-7	-2	-5	-4	-2	-3
OCC1OC(n2cnc3c(N4CCCCC4)ncnc32)C(O)C1O (configuration not stated)	-0.1	-17	0.2	3	1	4	-2	-4	10	4
COc1ccc(C(CNC(=O)C(C)Oc2ccc(Br)cc2)N2CCOCC2)cc1 (configuration not stated)	0.3	4	1.2	3	-5	-6	-9	-13	10	1
O=C(N/N=C/c1cccnc1)C1CC1(c1ccccc1)c1ccccc1 (configuration not stated)	0.6	-3	-3.3	1	0	6	-18	-22	3	-2
COc1ccc(Nc2c(C3CC3)nc3nc(C)cc(C)n23)cc1	-0.2	7	/	-1	6	14	0	-1	6	-15
Cc1nn(Cc2cccc(C(=O)NC34CC5CC(CC(C5)C3)C4)c2)c(C)c1Br	0.1	-3	1.3	2	-6	-9	7	0	6	17
Cc1nc2c(-c3ccccc3)c(C)nn2c(SCC(N)=O)c1Cc1ccccc1	1.0	-5	0.3	1	-2	2	6	1	0	-8
CCn1c(SCc2ccc(OC)cc2)nnc1-c1ccncc1	-0.8	-8	1.0	1	-7	-1	0	-1	-6	-2
O=C1N=C2SCCN2/C1=C\c1c(Cl)cccc1Cl	1.0	4	-0.8	1	13	-10	3	1	2	9
CCCCOc1ccc(-c2nnc(-c3ccco3)o2)cc1	-0.5	0	4.9	-1	-5	-6	-4	-3	-16	-109
CCCN(CC(=O)Nc1ccccc1C)C(=O)Cc1c[nH]c2ccccc12	0.1	-14	-0.6	5	-2	-63	-2	0	-3	1
Cc1cccc(N2CCN(c3cccc(C)c3)C2c2cccnc2)c1	-0.8	12	2.5	0	-1	-1	1	0	13	-5
Cc1[nH]n2c(=O)c3c(nc2c1-c1ccccc1)CCC3	-3.0	-3	1.5	6	-2	3	-7	5	11	-17
Cc1sc(NC(=O)CN2CCOCC2)c(C(=O)c2ccccc2)c1C	0.5	-1	0.2	-3	-6	-3	6	-1	7	1
O=C(O)C1C2CCC(O2)C1C(=O)Nc1ccc(F)cc1 (configuration not stated)	-0.7	6	6.8	11	1	3	5	4	-12	0
CN(CCOc1ccc(Cl)cc1)C(=O)c1cc(-c2ccco2)nc2ccccc12	-12	-18	-3.9	0	1	-1	7	9	4	-445
COCc1nc2oc3ccc(C)cc3c(=O)c2cc1C(=O)OC	0.9	-1	7.9*	4	-3	3	-5	-1	-8	-47
COc1ccc(NC(=O)C[C@H]2C(=O)N(CCc3ccccc3)C[C@@H]2Cc2ccccc2)cc1	0.3	-1	-1.1	-4	1	-10	-2	-2	-9	0
Cc1cc(C)cc(NC(=O)Cn2nnc(C(=O)NCc3ccco3)c2N)c1	0.1	11	-0.1	5	1	-8	4	-6	-5	-3
Cn1c(SCC(=O)Nc2ccc3c(c2)OCCO3)nnc1-c1cccnc1	-0.8	-2	0.9	-3	0	1	0	3	-2	-8
COc1ccc(N2CCN(S(=O)(=O)c3cc(C)ccc3OC)CC2)cc1	0.3	-2	2.2	3	-9	3	6	0	-7	7
O=c1[nH]cnc(O)c1Nc1cccc(Cl)c1	-0.4	0	-0.1	-7	0	-2	-4	2	-9	2
CCN1CCN(C(=O)C23CCC(C)(C(=O)C2Br)C3(C)C)CC1 (configuration not stated)	-0.5	3	-1.1	-1	-5	5	0	-1	-3	-4
CCOc1ncccc1C(=O)NCc1ccccc1Cl	-0.1	7	1.4	4	-7	0	1	-1	6	-6
CC(C)(C)c1ccc(C(=O)NCCCn2ccnc2)cc1	-0.1	6	2.5	2	-4	-3	3	-4	7	7
Cc1ccc(C(=O)N/N=C\C2CC=CCC2)cc1[N+](=O)[O-] (configuration not stated)	-0.1	5	-2.1	-1	3	3	4	1	-3	-1
CN(Cc1cccs1)C(=O)c1ccc(S(=O)(=O)NCc2ccco2)cc1	-0.5	4	1.0	-4	-2	-1	-1	2	7	11
Cc1cc(OCc2cc(C(=O)N(Cc3nccn3C)C(C)C)no2)cc(C)c1Cl	-0.4	-6	2.2	7	-6	-15	0	-3	8	-1
Cc1ccccc1NC(=O)COC(=O)CCC(=O)c1cccs1	0.4	-8	-1.8	-2	-5	3	1	5	-2	-8
O=C(Oc1ccc(C(=S)N2CCC(O)CC2)cc1)c1ccc(Cl)cc1	0.1	-7	2.1	-8	-1	-9	-5	9	-7	2
Cc1cc(C(=O)N/N=C/c2cccnc2)c(C)o1	-0.5	-2	-3.4	-3	0	0	0	6	3	2
Cc1cccc(NC(=S)Nc2ccc(N3CCOCC3)cc2)c1C	-0.3	6	-0.7	-6	-3	0	-5	4	1	0
COc1ccc(C2CC(c3cccc([N+](=O)[O-])c3)=NN2/C(C)=C/C(C)=O)cc1 (configuration not stated)	-0.6	4	5.3	-1	8	-2	-3	-3	13	-2
O=C1Nc2ccccc2C1C(C[N+](=O)[O-])c1ccccc1 (configuration not stated)	-0.4	-5	1.2	8	2	-15	1	1	3	-1
COCCn1nnnc1C(c1cccs1)N1CCCC(C)C1 (configuration not stated)	-0.8	-3	2.2	6	-4	1	/	/	10	6
Cc1ccc(CNC(=O)C2CSC3(C)CCC(=O)N23)cc1 (configuration not stated)	0.1	8	-0.9	-2	2	7	1	-6	-5	-7
Cc1cccc(C)c1NC(=O)CN1C(=O)CCSc2ccc(S(=O)(=O)N3CCCC3)cc21	-0.1	11	-1.0	0	0	-3	-3	-4	-7	5
COc1ccc(-n2nnnc2C(c2ccnc3ccccc23)N2CCN(C/C=C/c3ccccc3)CC2)cc1 (configuration not stated)	0.7	-2	/	6	7	-2	-10	-9	1	-15
CCn1nc(C(=O)OCC(=O)Nc2ncc(Cl)c(C)c2Cl)c2ccccc2c1=O	-0.5	9	1.0	-10	9	-6	2	-1	1	-2
O=C(COC(=O)Cn1cc(C(F)(F)F)ccc1=O)NCc1ccccc1	-0.5	2	-1.0	-4	-3	12	3	-1	3	-15
COCC#Cc1ccc(CC[C@H]2O[C@H]3CC[C@H](CO)O[C@H]3C[C@H]2n2cc(C(C)(C)O)nn2)cc1	0.8	/	/	4	-1	-6	4	6	/	-4
O=C(c1ccc2c(c1)OCO2)N1CCN(c2ccc(F)cc2)CC1	-0.3	-3	1.5	-4	-6	0	-1	1	5	1
CC(=O)Nc1sc2c(c1-c1nc3ccccc3s1)CCCNC2	/	/	/	1	/	15	34*	30	/	-18
COc1ccc2nc(N)sc2c1	-0.5	-13	1.9	-4	-3	6	-1	1	-8	-6
Cc1ccc(S(=O)(=O)N2CCCC(C(=O)O)C2)s1 (configuration not stated)	0.4	-5	1.9	-3	0	0	-2	-2	-11	-14

Two compounds from above, showing only GAA850 FXN act and ADAM10 inh:
mol	GAA850 FXN act	ADAM10 inh
Cc1cccc(C)c1NC(=O)CN1C(=O)CCSc2ccc(S(=O)(=O)N3CCCC3)cc21	-1.0	5
COc1ccc(-n2nnnc2C(c2ccnc3ccccc23)N2CCN(C/C=C/c3ccccc3)CC2)cc1 (configuration not stated)	/	-15

(continued)
SMILES	KLK7 zymogen act	ASAP1 inh	GAA850 FXN act	DDE Tn6 FP inh	rCAG RNA binder	HGIII-sPLA2 inh	GC-B act	GC-A act	ARFGAP1 inhibitor	ADAM10 inh
Cn1cnnc1SCC(=O)Nc1ccc(OCc2ccccc2)cc1	0.4	-2	2.3	0	-2	-4	4	4	0	-5
C=CCn1c(COc2ccc(F)cc2)nnc1SCC(=O)NC1CCCC1	-0.4	-10	0.8	5	-9	0	-4	0	-13	-5
CNC(=O)N1c2ccccc2CCc2ccccc21	0.1	9	0.7	0	5	5	-5	2	-1	4
Cc1ccc(S(=O)(=O)N2CCOCC2)cc1C(=O)OCc1nnc(-c2ccccc2)o1	-0.1	-12	0.0	-2	-7	-3	-3	2	11	-8
CCc1ccccc1OCC(=O)Nc1nc(-c2cccnc2)cs1	0.1	8	-0.3	-3	4	9	5	3	13	12
CSc1ccc(/C=C/C(=O)c2ccc(O)cc2)cc1	28*	22	1.6	-4	23	-18	-2	-2	3	-11
c1cn(CCCNc2ncnc3sc4c(c23)CCC4)cn1	0.2	-10	0.2	3	1	-2	0	0	2	-23
Cc1ccc2nc(COC(=O)c3cnccn3)cc(=O)n2c1	8.6	-3	0.1	4	3	4	4	2	10	-84
CCc1nnc(NC(=O)Nc2ccccc2OC)s1	-0.3	2	3.2	-1	8	-10	-6	3	16	2
CCOCCCn1c(=S)[nH]c2cc(C(=O)NCc3ccc(F)cc3)ccc2c1=O	0.3	-5	0.7	6	0	5	0	-4	-3	-9
CC(=O)N1c2ccc(S(=O)(=O)NCCC(=O)NCc3ccc(Cl)cc3)cc2CC1C (configuration not stated)	-0.4	8	-2.8	6	-2	-5	0	0	1	-1
COC(=O)c1ccc(Cn2nc(C)c([N+](=O)[O-])c2C)o1	-0.4	2	-0.1	-2	-4	8	8	3	4	0

Three compounds out of the list, ordered by length of the SMILES, highest first.
SMILES	KLK7 zymogen act	ASAP1 inh	GAA850 FXN act	DDE Tn6 FP inh	rCAG RNA binder	HGIII-sPLA2 inh	GC-B act	GC-A act	ARFGAP1 inhibitor	ADAM10 inh
Cn1cnnc1SCC(=O)Nc1ccc(OCc2ccccc2)cc1	0.4	-2	2.3	0	-2	-4	4	4	0	-5
c1cn(CCCNc2ncnc3sc4c(c23)CCC4)cn1	0.2	-10	0.2	3	1	-2	0	0	2	-23
CNC(=O)N1c2ccccc2CCc2ccccc21	0.1	9	0.7	0	5	5	-5	2	-1	4

(more compounds)
SMILES	KLK7 zymogen act	ASAP1 inh	GAA850 FXN act	DDE Tn6 FP inh	rCAG RNA binder	HGIII-sPLA2 inh	GC-B act	GC-A act	ARFGAP1 inhibitor	ADAM10 inh
Cc1ccc(NC(=O)CN(C)C(=O)COC(=O)c2nc3nccc(C)n3n2)cc1	0.4	0	1.2	-2	5	2	2	2	2	-4
CCSc1nc(C)cc(Oc2ccc(=O)n(C)n2)n1	-0.6	-4	1.8	3	0	8	1	7	-6	-5
Cc1occc1-c1nnc(SCC(=O)N2CCCC(C)C2)o1 (configuration not stated)	0.3	6	2.8	10	7	11	2	-1	10	-17
CCCc1nnc(NC(=O)c2cc3ccccc3oc2=O)s1	0.0	7	-1.2	5	0	10	-7	-3	1	1
Cc1onc(-c2ccccc2Cl)c1C(=O)N1C=CC(C(F)(F)Cl)=NCC1	-0.3	-17	1.9	-8	0	10	-3	9	3	-8
COc1cc2c(cc1OC)C(Nc1ccc(S(N)(=O)=O)cc1)=NC(C)(C)C2	0.7	4	1.7	-4	-6	4	3	3	-6	-15
Cc1ccsc1C(=O)N1CCCC(C(=O)c2cc(F)ccc2F)C1 (configuration not stated)	0.5	0	-0.9	3	-4	3	1	-5	11	8
CN(CC(=O)Nc1ccc(N2CCOCC2)cc1)Cc1c(O)ccc2ccccc12	-0.8	-3	-0.3	-1	-1	-3	-4	-4	8	-63

Source: PubChem
